High-throughput results deposited in PubChem BioAssay by Sanford-Burnham Center for Chemical Genomics.
beta cell repl: inducers of beta-cell replication in MIN6 cells; MIN6 cells proliferation, ATPlite luminescence, 48 h; cells starved in 0.2% serum; 100% = growth in 10% serum; proliferation, % at 10 µM; 330,000 compounds, 0.29% hits; AID 2380;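 active = compounds whose signal lies at least 3.5 SD above the mean of all wells on their plate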;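 also: 0% = DMSO-treated cells in low-serum medium and 100% = 10% serum control; some compounds called inactive have numbers as strong as hits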
mIAP activ: increases mouse intestinal alkaline phosphatase activity. muIAP, CDP-Star luminescence, 30 min; active compounds read high; 1 = vehicle-only enzyme signal, 0 = enzyme-free wells. 330,000 compounds, 0.24% hits. activation factor at 10 µM;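 active = activation factor of at least 2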; also: the source names both 10 and 20 µM as test concentration; values of inactives mirror those of a sister screen read the other way
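also added = chemiluminescent substrate CDP-Star | test system = mouse IAP enzyme | signal = chemiluminescence readout | compound = DMSO-dissolved test compounds | incubation = 30 min at room temperature | benchmarks = DMSO wells, no-enzyme wells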
ATG4B inh: ATG4B (human) cysteine protease inhibition; Q9Y4P1; ATG4B cleavage of LC3-PLA2, NBD-HPC fluorescence, 1 h; inhibition, % at 8.33 µM; 340,000 compounds, 0.51% hits; in the data active = inhibition above about 40%
Target sequence (Q9Y4P1 whole entry, looked up): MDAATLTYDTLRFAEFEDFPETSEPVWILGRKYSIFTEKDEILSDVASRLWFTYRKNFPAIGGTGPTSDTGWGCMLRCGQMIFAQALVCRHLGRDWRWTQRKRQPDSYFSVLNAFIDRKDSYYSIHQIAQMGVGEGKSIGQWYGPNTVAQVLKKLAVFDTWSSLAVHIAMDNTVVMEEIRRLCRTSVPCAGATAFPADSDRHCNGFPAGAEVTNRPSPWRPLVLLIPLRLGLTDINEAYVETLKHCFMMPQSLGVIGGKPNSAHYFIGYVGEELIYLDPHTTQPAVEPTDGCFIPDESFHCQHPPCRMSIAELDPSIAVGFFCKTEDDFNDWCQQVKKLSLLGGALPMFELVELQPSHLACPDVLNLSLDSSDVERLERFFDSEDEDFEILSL
A3A deaminase: inhibitors of human APOBEC3A DNA deaminase | recombinant A3A, FAM/TAMRA ssDNA deamination fluorescence | inhibition, % at 20 µM | 330,000 compounds, 0.41% hits;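 active = at least 40% inhibition at 20 µM here, with at most 30% in a related deaminase screen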;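 also: plate controls were A3A with DMSO for no effect and wells lacking A3A enzyme for full effect; some results filed as inactive read as strong as hits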
Target sequence (P31941 whole entry, looked up): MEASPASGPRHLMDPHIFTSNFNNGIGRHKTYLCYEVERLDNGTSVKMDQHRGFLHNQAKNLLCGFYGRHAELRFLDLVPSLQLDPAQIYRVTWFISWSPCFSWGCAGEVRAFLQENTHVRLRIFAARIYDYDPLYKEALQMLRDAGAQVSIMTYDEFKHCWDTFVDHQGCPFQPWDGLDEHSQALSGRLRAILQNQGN
hIAP act: increases human intestinal alkaline phosphatase activity. P09923. purified human IAP, CDP-Star luminescence, 30 min; active compounds read high; 1 = vehicle-only enzyme, 0 = enzyme-free background. activation factor at 10 µM. 330,000 compounds, 0.16% hits. AID 2524;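 active = activation factor of the enzyme at least 2-fold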; also: the source names both 10 and 20 µM as test concentration; values of inactives mirror those of a sister screen read the other way
MPTP inh: inhibitors of mitochondrial permeability transition pore; AID 602449; 360,000 compounds, 1.4% hits; isolated mouse mitochondria, Ca2+ swelling absorbance, 30 min; inhibition, % at 10 µM;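 active = inhibition of 50% or more, scaled per plate between neutral and stimulator controls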;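 also: 0% = DMSO wells given calcium and 100% = 1 mM EGTA wells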
A3G deaminase: APOBEC3G (human) deaminase inhibition. Q9HC16. recombinant A3G, ssDNA deamination FAM/TAMRA fluorescence. inhibition, % at 20 µM. 330,000 compounds, 0.28% hits;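 active = inhibition of at least 40% at 20 µM, with no more than 30% in the related APOBEC3A deaminase screen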;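 also: plate controls were DMSO wells with A3G for no effect and wells lacking A3G enzyme for full effect; some compounds called inactive have numbers as strong as hits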
Target sequence (Q9HC16 whole entry, looked up): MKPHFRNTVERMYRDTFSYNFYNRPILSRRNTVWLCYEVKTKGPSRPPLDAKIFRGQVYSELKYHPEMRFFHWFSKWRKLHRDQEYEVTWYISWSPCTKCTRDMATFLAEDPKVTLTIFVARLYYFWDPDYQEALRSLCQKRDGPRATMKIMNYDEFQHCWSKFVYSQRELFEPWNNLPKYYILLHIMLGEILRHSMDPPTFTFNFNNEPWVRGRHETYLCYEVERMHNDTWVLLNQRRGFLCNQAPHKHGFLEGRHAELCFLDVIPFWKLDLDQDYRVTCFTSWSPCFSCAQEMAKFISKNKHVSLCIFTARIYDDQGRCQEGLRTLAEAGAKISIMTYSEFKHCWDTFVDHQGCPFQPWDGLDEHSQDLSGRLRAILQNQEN
hIAP inh: blocks human intestinal alkaline phosphatase; 330,000 compounds, 0.12% hits; AID 2544; inhibition, % at 10 µM; purified IAP, CDP-Star luminescence, 30 min; P09923;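 active = inhibition reaching a set limit with compound at 10 µM in the primary screen, cut at about 35% in these data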;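 also: plate controls were DMSO wells with enzyme for no effect and no-enzyme buffer wells for full effect; values of inactives mirror those of a sister screen read the other way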
mIAP block: mouse IAP inhibition | AID 2806 | inhibition, % at 10 µM | 330,000 compounds, 0.2% hits | purified mouse IAP, CDP-Star luminescence, 30 min;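 active = inhibition of at least 40% at 10 µM in the primary screen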;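 also: plate controls were DMSO with enzyme for no effect and no enzyme wells for full effect; values of inactives mirror those of a sister screen read the other way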
Numbers without * were called inactive; . = not tested or not shown.

SMILES	beta cell repl	mIAP activ	ATG4B inh	A3A deaminase	hIAP act	MPTP inh	A3G deaminase	hIAP inh	mIAP block
CCOC(=O)C1=NNC2(CC(=O)N(c3cc(C)cc(C)c3)C2=O)C1 (centres undefined)	-1	1	6	-3	1.1	0.8	-7	-10	-4
Cc1ccc(C)c(NC(=O)COC(=O)c2cccc3c2C(=O)c2ccccc2C3=O)c1	-6	0.91	10	2	0.81	3.2	-1	19	9
C=CCc1ccc(OCCCNCc2ccccc2)c(OC)c1	-5	1	4	-3	1	1.1	10	-4	-4
CN1CCN(c2ccc(Cl)cc2NC(=O)c2ccc(S(=O)(=O)N3CCCCCC3)cc2)CC1	-6	1	-11	8	1.1	1.7	-5	-8	-3
N#Cc1ccc(OCC(=O)N/N=C(\CCC(=O)O)c2cccs2)cc1	1	0.76	-7	2	1	0.8	-7	0	24
O=C(O)/C=C\C(=O)Nc1ccc(N2CCN(c3ccc(Cl)c(Cl)c3)CC2)cc1	-1	0.95	15	7	1	1.9	-2	-4	5
Cc1cccc2sc(NS(=O)(=O)c3ccccc3)nc12	-4	1	-6	0	1.3	-2.2	-4	-30	0
O=C(CSc1nnc(Cc2ccccc2)o1)NC1CC2CCC1C2 (centres undefined)	-2	1	-10	-1	1.1	-1.7	-1	-11	-2
C1=C(CCNCC2CC2)CCCC1	-1	1	10	0	1	0.1	-8	-4	-1
CCOC(=O)/C(C#N)=N\Nc1cc(Cl)ccc1OC	-1	0.94	-3	-2	0.81	7.6	-2	19	6
CCn1c(-c2cc(Br)ccc2O)n[nH]c1=S	-2	0.96	5	-3	0.84	-0.4	39	16	4
c1ccc(OCCCc2nc(-c3ccncc3)no2)cc1	1	0.97	-11	0	0.81	0.3	0	20	3
COc1ccc(S(=O)(=O)NC(N)=NCCc2ccccc2OC)cc1	-1	0.98	-10	0	1.1	1.7	-1	-7	2
N#CCc1nc2ccccc2c(=O)[nH]1	-2	1	-7	-7	1.1	1.0	3	-9	-4
NC(=O)c1cc([N+](=O)[O-])ccc1NCc1cccc2ccccc12	-4	0.91	7	-1	0.92	-0.5	-6	8	9
CC(C)CN1C(=O)c2ccc(NC(=O)c3ccccc3F)cc2C1=O	-1	0.85	-3	1	0.98	-1.2	-4	2	15
S=c1[nH]nc(Cc2noc3ccccc23)n1-c1ccccc1	-4	0.84	-2	2	0.97	-0.2	32	3	16
Cc1ccc(SCC(=O)OCn2nnc3ccccc3c2=O)cc1C	0	1	-2	-3	1.1	-2.1	-6	-14	-2
CN(CCc1ccccc1)C1CCCN(S(=O)(=O)CC(F)(F)F)C1 (centres undefined)	-1	0.93	-3	-3	0.98	0.2	-8	2	7
S=C(Nc1cccc(Cl)c1)N1CCOCC1	-1	1	-7	2	0.86	0.1	-11	14	-4
O=C(NCCc1cccs1)c1ccc(Cl)cc1	-4	1.1	6	-2	1	2.4	-2	-5	-6
O=C(C1CC(=O)N(c2ccc(Cl)cc2)C1)N1CCN(Cc2ccc3c(c2)OCO3)CC1 (centres undefined)	0	1.1	-2	-2	0.77	0.8	-6	23	-5
CCC(C)(C)NC(=O)C(c1cccc(OC)c1OC)N(CCOC)C(=O)CCC(=O)Nc1cc(C)on1 (centres undefined)	2	1	-10	-5	1.2	-1.2	-8	-18	0
C=CCn1c(SCC(=O)Nc2ccccc2OC)nnc1-c1ccccn1	-2	0.99	5	-1	1.3	1.7	-4	-29	1
CCc1ccc2c(c1)c(N=NC1=NC(=O)CS1)c(O)n2C	2	0.94	1	-3	0.94	-11	-3	6	6
NC(=O)c1cccn(Cc2ccc(C(F)(F)F)cc2)c1=O	0	1.1	-13	1	1	-0.6	-1	-4	-6
O=C(CSc1ncn[nH]1)Nc1cccc2ccccc12	0	1.1	-12	5	0.95	6.5	2	5	-11
COc1cccc(NC=C2C(=O)OC(C)(C)OC2=O)c1	2	1	-8	3	1.1	0.3	-2	-8	-1
CCOCc1nnc(NC(=O)c2cccc(OC)c2)s1	0	1.1	-3	-3	1.1	-1.0	-5	-12	-10
FC(F)(F)c1nc(Sc2ncccc2C(F)(F)F)n[nH]1	-3	1	2	5	1.1	2.7	-6	-8	-3
c1ccc2c(c1)CCCC2C1=NCCN1 (centres undefined)	-4	0.98	-2	1	1	0.8	-5	0	2
CCOC(=O)N/N=C/c1ccc(OCCSc2ccc(Cl)cc2)c(OC)c1	0	1	16	0	0.99	-1.7	3	1	-4
O=C(c1cc(COc2ccc(F)cc2Cl)on1)N1CCCCCCC1	-2	0.88	31	-5	1.1	0.4	-8	-12	12
COc1cc(NC(=O)c2ccc(Cl)cc2)c(OC)cc1NC(=O)CN1CCCCC1	-2	0.86	-2	-3	1	1.0	-7	-2	14
CSc1ccccc1NC(=O)C(C)N1C(=O)c2ccccc2S1(=O)=O (centres undefined)	-2	1	0	4	1.3	1.2	-7	-26	0
CS(=O)(=O)N1CCN(c2ccccc2NC(=O)c2cc(Br)ccc2Cl)CC1	-2	1.1	-16	0	1.1	0.2	-8	-8	-5
COc1ccc(S(=O)(=O)N2CCCCCC2)cc1NC(=O)CC1OC(=O)c2ccccc21 (centres undefined)	2	0.9	3	-6	0.92	-1.0	-12	8	10
Cc1ccc(S(=O)(=O)/N=C(\c2ccccc2)N(C)S(=O)(=O)c2ccc(C)cc2)cc1	2	1	-5	3	1.2	-1.0	-3	-16	-1
O=C(CN1N=C(c2ccc(Cl)cc2)CCC1=O)NCc1cccs1	-1	1.1	.	-7	1.3	.	-6	-31	-10
CC1(C)OC(=O)C(=CNc2cccc(C(=O)O)c2)C(=O)O1	2	0.96	1	-1	1.1	0.7	-6	-6	4
COCCNC(=O)C(=O)NNC(=O)c1ccccc1OC	2	0.82	5	-3	0.91	-0.6	-5	9	18
O=C1C2C3C=CC(C3)C2C(=O)N1CCN1CCN(S(=O)(=O)c2ccc3ccccc3c2)CC1 (centres undefined)	0	0.92	3	0	0.85	0.1	3	15	8
CCCCn1c(SC(C)C(N)=O)nc2cc(C(=O)OC)ccc2c1=O (centres undefined)	-3	0.98	-10	1	1.1	-1.7	2	-6	2
CSc1[nH]c(=O)c(C(=O)O)cc1C#N	1	0.98	-8	-9	1.2	-1.4	-3	-15	2
CCCn1ncc(CN2CCN(Cc3ccsc3)C(CCO)C2)c1C (centres undefined)	0	1	-4	0	1.1	0.5	-8	-11	-2
O=C(c1noc2c1CSc1ccccc1-2)N1CCN(c2ccc(Cl)cc2)CC1	-3	0.95	-13	-7	1.1	2.2	-8	-11	5
Cn1c(=O)c(C(=O)COc2ccc(C#N)cc2)c(N)n(Cc2ccccc2)c1=O	-3	1.1	-6	1	1.1	-3.1	-3	-8	-9
CSCC[C@H](NC(=O)OC(C)(C)C)C(=O)N1CCC(C(=O)NCC(=O)Nc2ccc(C)cc2)CC1	-1	1	4	0	1.1	-1.1	-3	-12	-4
CCN(CCNC(=O)C1CCN(S(C)(=O)=O)CC1)c1ccccc1	-1	1	-3	1	0.72	-1.0	-2	28	-4
C=CCSc1nc(=O)n2cccc(C)c2n1	4	1	-5	0	0.87	-1.2	-3	13	0
Cc1ccc(N2CCN(C(=O)N3CCCC3)CC2)cc1C	0	1	-2	-2	1.6	-0.8	-6	-61	-2
CCCN1C(=O)c2ccc(C(=O)Nc3cc(C)on3)cc2C1=O	1	0.94	-6	0	1.1	-0.5	-4	-12	6
Cc1cc2c(c(=O)n1Cc1ccco1)C(c1ccccc1)C(C#N)=C(N)O2 (centres undefined)	4	0.99	14	0	1	-1.4	-4	-2	1
Cc1ccc(-n2cc(-c3ccc([N+](=O)[O-])cc3)[nH]c2=S)c(C)c1	0	0.95	17	-4	0.95	0.2	-9	5	5
O=C(N/N=C/c1cccc([N+](=O)[O-])c1)c1cc(-c2ccccc2)nc2ccccc12	-5	1	5	2	1	23	3	-3	-1
Cc1noc(C)c1C(=O)NC(C)c1ccc(Cl)cc1Cl (centres undefined)	1	1	-3	1	1.1	-0.1	-5	-8	-4
COc1ccc(NC(=O)c2cc(-c3ccccn3)nc3ccccc23)cc1S(=O)(=O)N(C)C	2	1	-25	1	1.1	0.5	-3	-8	-2
COC(=O)Nc1nc(-c2ccc(F)cc2)c(C)s1	0	0.96	7	0	0.96	-1.2	-6	4	4
COc1ccccc1CNC(=O)C[n+]1ccccc1	-2	0.98	-11	1	1.1	-5.4	-4	-10	2
CN(CCc1ccccn1)C(=O)Nc1ccc(C(C)(C)C)cc1	-1	1.1	-6	-1	1.1	2.1	-8	-7	-12

Next records follow:
SMILES	beta cell repl	mIAP activ	ATG4B inh	A3A deaminase	hIAP act	MPTP inh	A3G deaminase	hIAP inh	mIAP block
Clc1ccccc1-c1nnc(-c2ccc3c(c2)OCO3)o1	-5	1	4	-2	1.2	2.0	-6	-17	-4
NC(N)=NCc1cccc(I)c1	-2	1.1	8	2	1	0.3	-5	0	-7
CC(C)Cn1c(N)c(C=O)c(=O)[nH]c1=O	0	0.95	2	1	0.91	-2.1	-2	9	5
COc1ccc(NC(=O)N(C)C[C@H]2Oc3c(NS(=O)(=O)c4cccs4)cccc3C(=O)N([C@@H](C)CO)C[C@@H]2C)cc1	-1	0.98	-7	-5	1	-0.5	-7	0	2
O=C(CCCN1C(=O)/C(=C/c2ccccc2Cl)SC1=S)NNC(=O)c1cccnc1	-3	1	8	0	0.98	4.2	12	2	-2
Cc1ccc(CNC(=O)C(=O)c2cn(CC(=O)N3CCOCC3)c3ccccc23)cc1	-1	1.1	-12	-2	0.96	-0.6	-6	4	-5
O=C(COC(=O)C1CC2CCCC(C1)C2=O)Nc1cccc(F)c1 (centres undefined)	-1	1.1	-6	2	1.1	-1.1	-2	-12	-10
Cc1ccccc1N1CCN(C(=O)c2ccc(Oc3ccc(C(F)(F)F)cn3)cc2)CC1	-5	0.95	17	5	0.97	0.3	-2	3	5
Cc1c(Cc2ccccc2)c(=O)oc2cc(OCC(=O)N3CCC(C(=O)O)CC3)ccc12	3	1.1	-21	-2	0.83	-3.1	-11	17	-6
CN1CCN(C(=O)c2ccc(CSc3nc4ccncc4n3Cc3ccc(F)cc3)cc2)CC1	-1	0.95	-18	-2	0.97	-1.1	-6	3	5
O=C(O)COCC(=O)N1CCN(c2cc(C(F)(F)F)nc3ccccc23)CC1	1	0.97	-6	0	0.84	0.6	-4	16	3
CC(C)c1ccc(NC(=O)c2cnn(-c3ccccc3)c2NC(=O)c2ccco2)cc1	0	1.1	-4	-4	1.2	-4.0	-7	-17	-10
COC(=O)c1cc2sc(Cl)cc2n1CC(=O)N1CCCc2ccccc21	-3	1	1	2	0.96	-0.2	-2	4	-4
CCOc1cc(/C=N/n2cnnc2)ccc1OS(=O)(=O)c1ccc(C)cc1	-2	0.99	-20	-4	1.1	1.3	-8	-10	1
O=C(NCCc1nc2ccccc2[nH]1)c1ccc(Cl)c([N+](=O)[O-])c1	-4	0.8	-3	0	0.98	0.8	1	2	20
Nc1nc(C2CCCCC2)cs1	-4	1	-1	1	1	-0.6	-4	0	-4

Reformatted: 2 of the compounds above.
| smiles | beta cell repl | mIAP activ | ATG4B inh | A3A deaminase | hIAP act | MPTP inh | A3G deaminase | hIAP inh | mIAP block |
| --- | --- | --- | --- | --- | --- | --- | --- | --- | --- |
| O=C(NCCc1nc2ccccc2[nH]1)c1ccc(Cl)c([N+](=O)[O-])c1 | -4 | 0.8 | -3 | 0 | 0.98 | 0.8 | 1 | 2 | 20 |
| Nc1nc(C2CCCCC2)cs1 | -4 | 1 | -1 | 1 | 1 | -0.6 | -4 | 0 | -4 |
